mHtt clearance: mutant huntingtin protein clearance. inhibition, % at 1.5 µM. actives 0.42% (n = 47,000). AID 853. HeLa Exon1htt(103Q)mCFP, aggregate imaging; zero = plate's median compound well;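 active = inhibition of aggregate fluorescence above about 70%, also judged a hit by eye on the cell image, limit read from the data, passing the limit was not always enough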;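 also: cells exposed to compound for three days before fixation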
mHtt clearance grain fraction: recorded beside mHtt clearance, whose call it bears; fraction fluorescence in grains; measured here: aggregate grain fluorescence fraction; stronger effect = lower value;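 scaled fraction of total cell fluorescence in grains with unit not stated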
* = called active by the depositor. These rows are one share of the data; rates above refer to the full screens.

Every second line gives: mHtt clearance | mHtt clearance grain fraction
CCS(=O)(=O)Nc1c(C(=O)OC)[nH]c2ccccc12
→ 44 | 20
CCOc1ccc(Cn2nnc(C(=O)NCc3ccc(OC)cc3)c2N)cc1
→ 1 | 32
Cn1c(-c2ccccc2)cccc1=O
→ -29 | 57
COC(=O)c1cc(=O)n(Cc2ccc3c(c2)OCO3)c(=Nc2ccc(F)cc2)s1
→ 10 | 33
CCn1cc(C(=O)OCc2ccccc2)c(=O)c2ccc(C)nc21
→ -19 | 21
COC(=O)c1nn(-c2ccc3c(c2)OCO3)cc1O
→ -18 | 47
C/C(Cl)=C/Cn1c(SCCN2CCOCC2)nc2c1c(=O)[nH]c(=O)n2C
→ 35 | 24
c1ccc(-c2n[nH]c(-c3ccccc3)c2-c2nc3ccccc3[nH]2)cc1
→ 1 | 40
COc1ccccc1NC(=O)CC1COc2ccccc2O1 (stereo unspecified)
→ 39 | 25
CCN(CCO)C(=O)C12CCC(C)(C(=O)C1)C2(C)C (stereo unspecified)
→ -83 | 37
CN(C)c1ccc(/C(=N\O)C(F)(F)F)cc1
→ 42 | 12
CN(C)C(=O)CN(C)S(=O)(=O)c1ccc(Cl)cc1
→ 17 | 17
O=C(CN(Cc1cccs1)C(=O)CNS(=O)(=O)c1ccc(F)cc1)NCc1ccco1
→ -44 | 58
CN(C)CCNc1ncnc2ccccc12
→ -22 | 25
CC(C)(CO)NCc1ccccc1OCC(=O)Nc1ccccc1
→ 52 | 9.7
CCCCn1nnnc1NCc1cccs1
→ -18 | 23
O=C1CC(c2ccc(S(=O)(=O)NCc3ccccc3)cc2)CN1 (stereo unspecified)
→ -9 | 57
CCOC(=O)C1CCN(C(=O)CSc2ccc(Cl)cc2)CC1
→ 20 | 16
CC(=O)N1CCc2cc3nc(C)cc(C)c3cc21
→ 56 | 18
C=CCn1c(SCC(=O)/C(C#N)=C(\C)N)nc2sc(CC)cc2c1=O
→ -32 | 25
CC(C)OCC(O)CS(=O)(=O)Cc1ccccc1 (stereo unspecified)
→ 47 | 9.4
O=C(c1cc2ccccc2oc1=O)N(Cc1ccccc1)CC1CCCO1 (stereo unspecified)
→ -43 | 26
COc1cccc(NC(=O)CSc2nnc(-c3cccc(OC(C)C)c3)n2N)c1
→ -15 | 39
CN1CCN(c2ccccc2NS(=O)(=O)c2ccc3c(c2)CCN3C(=O)C2CCC2)CC1
→ -1 | 22
Cn1c(=O)c2cn(-c3ccccc3)cc2n(C)c1=O
→ 29 | 25
Cc1ccc(S(=O)(=O)Nc2cc(C(=O)NCCN3CCCC3)ccc2N2CCCCC2)cc1
→ 6 | 40
COc1ccc(OC)c(S(=O)(=O)N2CCC(C(=O)Nc3ccc(C)c(C)c3)CC2)c1
→ -6 | 23
O=C(NCC1CCCO1)C1CCC(=O)N1Cc1ccccc1Cl (stereo unspecified)
→ -11 | 23
COc1ccc(CCN2C(=O)CC(Sc3ncccc3C(=O)O)C2=O)cc1OC (stereo unspecified)
→ 14 | 16
CCOC(=O)C1CCCN(c2c(N3CCOCC3)c(=O)c2=O)C1 (stereo unspecified)
→ 25 | 31
Cc1ccc(-n2nc(C)c(NS(=O)(=O)c3ccccc3)c2C)cc1C
→ 15 | 20
CCCCN=C(C)c1c(O)c2ccccc2oc1=O
→ -3 | 35
COc1ccc(OC)c(C2NC(=O)c3sc(=S)n(-c4ccccc4)c3N2)c1 (stereo unspecified)
→ 40 | 12
Cc1ccc(NC(=O)CCC(=O)O)cc1F
→ 18 | 14
COc1ccc(/C(N)=C/C(=O)C(C)(C)C)cc1
→ -12 | 37
Cc1cc(C)c2nc(N3CCCC(C(=O)NCCCN4CCOCC4)C3)sc2c1 (stereo unspecified)
→ -3 | 22
CCOC(=O)CN1C(=O)C(O)(c2c(C)[nH]c3ccccc23)c2ccccc21 (stereo unspecified)
→ -18 | 20
CCOC(=O)c1cnn(CCOC(=O)c2cccs2)c1NC(=O)c1cccs1
→ -228 | 129
C=CCSc1ncccc1C(=O)O
→ 9 | 18
CCOC(=O)N1CCC(N2CC34C=CC(O3)C(C(=O)O)C4C2=O)CC1 (stereo unspecified)
→ -22 | 38
N#CC1=C(Nc2ccccc2)SC=C(c2ccc(Br)cc2)N=C1N1CCOCC1
→ 0 | 29
O=C(Oc1ccccc1-c1nnco1)c1ccccc1
→ -17 | 28
Cc1ccc(C(=O)N(CN2CCCC2=O)c2ccccc2)cc1C
→ -24 | 46
COc1cc(/C=N\Nc2nc3ccccc3o2)cc(OC)c1OC
→ -36 | 26
CC(=O)c1cccc(N(CC(=O)Nc2cccnc2)S(C)(=O)=O)c1
→ -77 | 36
CC(C)(CN=C1NS(=O)(=O)c2ccccc21)CNC(=O)CN1C(=O)c2ccccc2C1=O
→ 32 | 12
CCOc1ccc(C(=O)NCC(=O)OCC(=O)N2CCC(C)CC2)cc1
→ 29 | 16
O=S(Cc1ccccc1)CC(O)(c1ccccc1)c1ccccc1 (stereo unspecified)
→ 25 | 16
O=S(=O)(c1ccc(Sc2nnc3ccccn23)nc1)N1CCOCC1
→ 5 | 41
CCCC1=C(C(=O)OCC)C(c2ccncc2)n2ncnc2N1 (stereo unspecified)
→ 0 | 20
O=C(CSc1nc2[nH]ncc2c(=O)n1-c1ccccc1)N1CCCc2ccccc21
→ 15 | 35
O=C(O)c1c(-c2ccccc2)c2oc3ccccc3c2[nH]c1=O
→ -18 | 53
Cc1ccc(/C=C/C(=O)Nc2cc(C)on2)cc1
→ -13 | 49
O=C(Cn1ncc2c1-c1ccccc1OC2)N1CCc2ccccc21
→ 9 | 28
CC(Sc1nc(-c2ccccc2)cc(C(F)(F)F)n1)C(=O)N1CCC(C(N)=O)CC1 (stereo unspecified)
→ -28 | 24
CCCS(=O)(=O)N1CCCC(C(=O)NCCN2CCCCC2C)C1 (stereo unspecified)
→ -2 | 21
Cc1cc(C(=O)OCC(=O)Nc2ccc(F)cc2F)c(C)o1
→ 48 | 18
CC1(C(=O)NC2CCCCCCC2)CCC(=O)N1CCN1CCOCC1 (stereo unspecified)
→ -26 | 53
COc1ccc(CC(=O)NC2CCN(CC(=O)Nc3ccc4c(c3)OCCO4)CC2)cc1OC
→ -71 | 33
COc1ccc2c(C)cc(SCC(=O)c3ccc4c(c3)OCO4)nc2c1
→ -3 | 41

Additional entries
Every second line gives: mHtt clearance | mHtt clearance grain fraction
COc1ccc2cc3cc(C(=O)N4CCN(Cc5ccc6c(c5)OCO6)CC4)oc3nc2c1
→ 49 | 10
CCOC1(C(F)(F)F)NC(=O)N(Cc2ccc(OC)cc2)C1=O (stereo unspecified)
→ 54 | 16
COc1ccc(C(O)Cc2nc3ccccc3n2C)cc1OC (stereo unspecified)
→ 68 | 5.8
Cc1cccc2cc(C#N)c(SCCN3CCCCC3)nc12
→ -65 | 27
Cc1cccc(NC(=O)c2c(C)cc(=O)oc2C)n1
→ 13 | 37
CCc1cc2c(=O)c(-c3nc4ccccc4n3C)coc2c(CN2CCN(C)CC2)c1O
→ 5 | 18
Cc1cc(NCCN2CCOCC2)n2c(nc3ccccc32)c1C#N
→ -7 | 23
O=C(O)C1CCN(S(=O)(=O)c2ccc(Oc3ccccc3)cc2)CC1
→ 2 | 17
CCS(=O)(=O)N1CCCC(C(=O)NCc2cccnc2)C1 (stereo unspecified)
→ -8 | 46
CCOc1cc(C(=O)N(C)Cc2cc3cc(OC)ccc3[nH]c2=O)cc(OCC)c1OCC
→ -5 | 17
CCOc1ccc(CN2CCN(C(=O)c3ccccc3)CC2)cc1
→ -2 | 18
O=C1OC(c2ccccc2)=C/C1=C/N1CCCCC1
→ 0 | 33
Cc1cc(N=CC2=C(O)CC(C)(C)CC2=O)no1
→ -31 | 46
COc1ccccc1C1(CC(=O)O)CCOC(C(C)C)C1 (stereo unspecified)
→ 6 | 17
O=C(Cc1cccs1)N1CCCC(c2nc3c(nnn3Cc3ccccc3Cl)c(=O)[nH]2)C1 (stereo unspecified)
→ -2 | 36
COCCn1c(SCc2ccc(C(=O)OC)o2)nc2cc(Cl)ccc2c1=O
→ 9 | 27
Cc1ccc(-c2nn3c(C)nnc3c3ccccc23)cc1S(=O)(=O)N(C)CCO
→ -16 | 19
COc1ccc(S(=O)(=O)Nc2nc3ccccc3s2)cc1OC
→ -39 | 29
Cc1cccc(NC(=O)C2CCCN(C(=O)NC3CCCCC3)C2)c1C (stereo unspecified)
→ 1 | 33
CCOC(=O)c1c(C)c(C(=O)NCC2CCCO2)c(C)n1C (stereo unspecified)
→ -66 | 32
Cc1ccc2nc3sc(C(=O)N4CCCc5ccccc54)c(N)c3cc2c1
→ 24 | 27
O=C(CSc1ccc2c(c1)OCCO2)NCCN1C(=O)CSC1=O
→ -3 | 21
CC(C)(O)C#Cc1ccc(C(=O)N2CCCC2C(=O)O)s1 (stereo unspecified)
→ 44 | 11
CCOc1ccc(-c2nnn(CC(=O)NCc3ccc(F)cc3)n2)cc1OCC
→ -28 | 27
COc1ccc(Cc2nc(-c3ccccc3)no2)cc1
→ -11 | 20
CCOC(=O)Cc1c(C)nc2c(C#N)c(C)nn2c1C
→ -3 | 20
CCOc1cc(NC(=O)C2CCCO2)c(OCC)cc1NC(C)=O (stereo unspecified)
→ -40 | 26
CCOC(=O)c1cc2c(=O)n3ccccc3nc2n(CCOC)c1=NC(=O)C(C)(C)C
→ -15 | 41
COc1ccc(C)cc1NC(=O)CSc1nnc(-c2ccc(Br)cc2)o1
→ 4 | 15
CS(=O)(=O)N(CC(O)Cn1c2ccccc2c2ccccc21)c1cccc2ccccc12 (stereo unspecified)
→ -10 | 42
COC(=O)c1ccc(C)c(NC(=O)CN(c2cc(OC)ccc2OC)S(C)(=O)=O)c1
→ -32 | 52
CCOc1cccc(NC(=O)CSc2nncn2N)c1
→ 29 | 16
CC(C)OC(=O)CN1C(=O)C(C)(C)Oc2ccc(C(=O)NC3CC3)cc21
→ -26 | 21
Cc1c(C(=O)CN2CCOCC2)[nH]c2ccccc12
→ -5 | 22
CCCS(=O)(=O)c1c(S(=O)(=O)CCC)c2c3ccccc3ccn2c1C(N)=O
→ -31 | 27
COCCCNC(=O)c1ccc(Cn2c(=O)c3ccccc3n(Cc3ccc(C)cc3)c2=O)cc1
→ -12 | 26
CCOC(=O)C1=C(c2ccccc2)OC(N)=C(C#N)C1C(C)C (stereo unspecified)
→ 8 | 26
COc1ccc(C2C(C(=O)c3cccs3)=C(O)C(=O)N2c2nncs2)cc1 (stereo unspecified)
→ 11 | 40
Nc1nnc(-c2cc3ccccc3oc2=O)s1
→ -38 | 27
CCC1c2ccc(C)n2CCN1C(=O)Nc1ccc(F)cc1 (stereo unspecified)
→ -26 | 22
CCOC(=O)Nc1nnc(-c2ccc(OC)cc2)s1
→ -26 | 25
Oc1ccc(CN2CCCCC2)nc1-c1ccccc1
→ 9 | 19
O=C(CCc1nc(-c2ccccc2)no1)NCC1CCCO1 (stereo unspecified)
→ 33 | 22
CCOC(=O)Cn1nnc(-c2ccc(OCC(C)C)cc2)n1
→ 32 | 15
COc1ccc(Cn2nnnc2C(c2cccs2)N2CCOCC2)cc1 (stereo unspecified)
→ 26 | 16
COc1ccc2c(c1)CCc1c(C(=O)NCCc3ccc(OC)c(OC)c3)noc1-2
→ -8 | 38
Cc1cccc(C)c1OCC(=O)N/N=C/c1cccn1C
→ 9 | 18
O=C1CCC(=O)N1CCc1c[nH]c2ccccc12
→ -22 | 48
C=CCc1ccccc1OCCn1ccnc1
→ 30 | 14
CC1/C(=N/O)C(CN(C)C)C2CC1C2(C)C (stereo unspecified)
→ -25 | 22
C=CCn1c(C2CC(=O)N(c3ccc(C)cc3)C2)nc2ccccc21 (stereo unspecified)
→ 31 | 23
O=C(NCCCN1CCCCC1)C1CCC(=O)N1CCc1ccccc1 (stereo unspecified)
→ 18 | 36
CCOC(=O)C1=C(CC)Nc2ccccc2N=C1NC(=O)c1cc(S(=O)(=O)N(C)C)ccc1Cl
→ 16 | 32
CC(Sc1ccc(Cl)cc1)C(=O)NCC1CCCO1 (stereo unspecified)
→ 17 | 13
Cc1cc(N2CC(=O)N(CCc3ccccc3)C(=O)C2)n2ncnc2n1
→ 38 | 12
CCOC(=O)C1CCN(CCC(=O)Nc2ccccc2Cl)CC1
→ 6 | 17
Cn1c(N2CCN(c3ccccn3)CC2)nc2c1c(=O)n(Cc1ccccc1Cl)c(=O)n2C
→ -35 | 26
CC(C)NC(=O)c1cc2c(C(F)(F)F)nn(C)c2s1
→ 13 | 19
CN(C)CCCNCCCNC(=O)/C(=N\O)c1ccccn1
→ 50 | 9.7
Cc1noc(C(=O)Nc2ccccc2C(F)(F)F)c1Cl
→ 40 | 24

Structures from the list above with a furan ring, fused or not (5):
Every second line gives: mHtt clearance | mHtt clearance grain fraction
O=C(CN(Cc1cccs1)C(=O)CNS(=O)(=O)c1ccc(F)cc1)NCc1ccco1
→ -44 | 58
O=C(O)c1c(-c2ccccc2)c2oc3ccccc3c2[nH]c1=O
→ -18 | 53
Cc1cc(C(=O)OCC(=O)Nc2ccc(F)cc2F)c(C)o1
→ 48 | 18
COc1ccc2cc3cc(C(=O)N4CCN(Cc5ccc6c(c5)OCO6)CC4)oc3nc2c1
→ 49 | 10
COCCn1c(SCc2ccc(C(=O)OC)o2)nc2cc(Cl)ccc2c1=O
→ 9 | 27

The list continues.
Every second line gives: mHtt clearance | mHtt clearance grain fraction
CCNC(=S)N1CCC(NC(=O)C2CCCCC2)CC1
→ 24 | 30
C=CCSc1n[nH]c(-c2ccc(OC)cc2)n1
→ 18 | 16
Cc1c(C(=O)N2CCC(C(N)=O)CC2)sc(N)c1C#N
→ -55 | 66
CC1N(O)C(C)(C)C(c2ccccc2)=[N+]1[O-] (stereo unspecified)
→ -7 | 20
O=C1CCCN1CN(C(=O)c1ccc2c(c1)OCO2)c1cccc(Cl)c1
→ 35 | 24
O=C1CCC(=O)N1OCCOc1ccc2c(c1)CCC2
→ 2 | 18
O=C(Nc1ccc(Cl)cc1C(=O)NCCN1CCOCC1)c1ccc(Cl)cc1Cl
→ -18 | 23
C=CCNC(=O)c1ccc2nccnc2c1
→ -43 | 27
CCOC(=O)c1ccc2nc3c(cc2c1)CCS3
→ -39 | 47
CCCCOc1ccc(NC(=O)CSCC(=O)OCC)cc1
→ -32 | 53
CC(C)n1c(Nn2cnnc2)nc2ccccc21
→ 11 | 17

From PubChem BioAssay
